MrgX1 agonist: activates human MrgX1 receptor signaling; actives 0.44% (n = 310,000); Q96LB2; B-score at 10 µM; AID 588627; MrgX1-HEK293 cells, Fluo-4 calcium fluorescence, agonist mode; hits give high values;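 active = calcium response B-score plate-corrected fluorescence ratio at least 3 library SD, with starting fluorescence B-score inside 5 SD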
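Test system: Stable human MrgX1 HEK293 cell line | Schedule: Overnight plating before 1 h dye loading | Read-out basis: Baseline-normalised fluorescence change ratio, B-scored | Detection: Kinetic calcium dye fluorescence, Fluo-4 NW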
HIF activator: HIF pathway transcriptional activation; activation, % at 7.5 µM (by protocol); actives 0.32% (n = 300,000); U2OS HRE-luciferase reporter, luminescence; normalized: DMSO 0%, desferrioxamine 100%;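 active = mean activation of at least 10% of the iron chelator positive control signal, with at least half of replicates also reaching 10%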
MrgX1 antag: antagonists of human MrgX1 receptor | Q96LB2 | MRGX1-HEK293 calcium flux, Fluo-4, BAM8-22 antagonism; hits give low values | B-score at 10 µM | actives 1.3% (n = 310,000);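 active = calcium-response B-score plate-corrected more than 3 library SD below zero, starting fluorescence within 5 deviations, no agonist response on first addition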;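 also: peak minus trough fluorescence over baseline after final BAM8-22 challenge near maximal dose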
TRPC4 agonist: activators of mouse TRPC4 channel. Q9QUQ5. HEK293 TRPC4beta/mu-opioid, Fluo4 calcium fluorescence; hits give high values. B-score at 10 µM. actives 0.49% (n = 310,000). AID 2237;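 active = B-score above 5 SD of library B-scores, and initial fluorescence ratio not above library mean plus 5 SD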;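 also: positive B-score marks a calcium rise read as TRPC4 activation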
Target sequence (Q9QUQ5 whole entry, looked up): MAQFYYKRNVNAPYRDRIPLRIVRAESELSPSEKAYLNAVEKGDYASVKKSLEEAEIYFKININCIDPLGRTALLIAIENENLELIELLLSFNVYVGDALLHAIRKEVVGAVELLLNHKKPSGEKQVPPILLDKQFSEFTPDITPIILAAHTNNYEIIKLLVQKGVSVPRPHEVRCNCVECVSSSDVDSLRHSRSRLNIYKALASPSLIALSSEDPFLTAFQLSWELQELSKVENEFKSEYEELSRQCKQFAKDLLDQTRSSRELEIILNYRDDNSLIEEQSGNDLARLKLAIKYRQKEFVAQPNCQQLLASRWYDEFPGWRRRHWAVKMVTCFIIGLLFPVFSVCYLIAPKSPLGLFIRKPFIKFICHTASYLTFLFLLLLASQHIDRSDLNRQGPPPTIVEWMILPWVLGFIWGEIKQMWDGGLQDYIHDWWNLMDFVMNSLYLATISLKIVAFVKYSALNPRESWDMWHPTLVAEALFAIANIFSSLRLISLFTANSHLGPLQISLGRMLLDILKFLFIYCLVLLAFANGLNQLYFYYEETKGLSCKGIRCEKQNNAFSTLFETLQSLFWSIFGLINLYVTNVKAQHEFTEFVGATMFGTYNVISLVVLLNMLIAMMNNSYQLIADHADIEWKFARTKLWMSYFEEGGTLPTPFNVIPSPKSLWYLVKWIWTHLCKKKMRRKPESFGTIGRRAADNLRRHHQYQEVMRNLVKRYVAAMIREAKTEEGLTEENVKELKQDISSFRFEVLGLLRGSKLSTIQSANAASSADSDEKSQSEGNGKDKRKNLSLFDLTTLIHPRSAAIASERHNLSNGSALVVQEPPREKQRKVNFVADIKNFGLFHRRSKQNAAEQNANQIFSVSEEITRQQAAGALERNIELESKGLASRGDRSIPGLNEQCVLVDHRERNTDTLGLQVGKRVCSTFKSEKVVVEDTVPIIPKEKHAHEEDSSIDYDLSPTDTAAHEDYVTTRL
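Test system: HEK293 cells stably co-expressing mouse TRPC4beta and mu-opioid receptor | Schedule: Fluo4 dye loading 45 min at room temperature, 110 s recording | Measured by: Kinetic Fluo4 calcium fluorescence, 5 s baseline at 1 Hz | Evaluation: B score of integrated ratio | Controls: Buffer (low) and maximal DAMGO (high)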
MrgX1 allo act: human MrgX1 positive allosteric modulation, primary screen. actives 0.63% (n = 310,000). B-score at 10 µM. MrgX1-HEK293, Fluo-4 calcium flux, FDSS; hits give high values. AID 588675;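 active = plate-corrected calcium response at least 3 library SD above typical, normal starting fluorescence, not activating the receptor alone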;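 also: compound read alongside a low EC10 to EC30 dose of BAM8-22 agonist; peak minus trough fluorescence over baseline measured at the second addition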
TRPC4 block: TRPC4 (mouse) channel inhibition. HEK293 TRPC4beta/mu-opioid, DAMGO-evoked Fluo4 calcium flux; hits give low values. actives 0.39% (n = 300,000). Q9QUQ5. AID 2247. B-score at 10 µM;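 active = B-score over 3 SD under the library average, no early fluorescence shift, positive overall ratio signal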
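Assay system: HEK293 cells with stable TRPC4beta plus mu-opioid receptor expression. Dosing: single dose. Measured by: Fluo4 Ca2+ flux fluorescence. Also added: DAMGO in two steps, submaximal then maximal. Read-out: B score from integrated Fluo4 fluorescence ratio.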
TRPC6 act: activators of mouse TRPC6 channel; Q61143; B-score at 10 µM; actives 0.13% (n = 310,000); HEK293-TRPC6 membrane potential dye fluorescence; hits give high values;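 active = B-score of the integrated fluorescence ratio above library mean plus 3 SD, and starting fluorescence ratio within library mean plus 5 SD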;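 also: higher score means more depolarization so channel activation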
AI-2 QS mod: Vibrio harveyi AI-2 quorum sensing modulation; activity change, % at 7.5 µM; Vibrio harveyi JMH597 AI-2 luminescence/OD600 ratio, 9 h; hits give low values; strain lacks LuxN and CqsS sensors; 0 = neutral-control median; actives 0.4% (n = 300,000); in the data active = activity change below about -75%, passing the limit was not always enough;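 also: luminescence divided by OD600 gain over 9 h not by final OD600 alone; inactives centre near 13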
TRPC6 inh: inhibitors of mouse TRPC6 channel; Q61143; HEK293-TRPC6, membrane potential dye, ACh-evoked depolarization; hits give low values; B-score at 10 µM; actives 1.1% (n = 310,000); AID 2553;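 active = B-score under library mean minus 3 SD, initial fluorescence not abnormally high, positive integrated signal ratio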;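 also: B-score derived from integrated fluorescence ratio over the kinetic read; more negative B-score means stronger inhibition of depolarization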
TRPC4 potent: allosteric potentiators of mouse TRPC4 channel. Q9QUQ5. HEK293 TRPC4beta/mu-opioid, DAMGO EC20, Fluo-4 Ca2+ flux; hits give high values. B-score at 10 µM. actives 0.42% (n = 310,000);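 active = B-score of calcium response area above 5 SD of library B-scores, with initial fluorescence ratio within 5 SD of library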;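 also: B-score of integrated fluorescence ratio over time as area under calcium response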
PolyA inh: inhibitors of polyadenylation in S. cerevisiae; S. cerevisiae SKY197-pL101 polyadenylation reporter, beta-gal luminescence; efflux-impaired pdr1/pdr3 knockout yeast; score 100 = 6 SD above DMSO; calls only at 12 µM; actives 0.02% (n = 300,000); AID 1875;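 active = lowest replicate activity score at least 50, where 100 means six control SD above control mean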;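 also: yeast exposed to compound for 9 h at 30 °C; higher score means more reporter readthrough which indicates perturbed polyadenylation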
Starred values were filed as active, the others as inactive; i = inactive; · = no result given. Only part of the results is shown; count on the stated rates, not on these rows.

molecule | MrgX1 allo act | MrgX1 agonist | TRPC6 inh | TRPC4 block | PolyA inh | TRPC4 potent | TRPC4 agonist | AI-2 QS mod | HIF activator | TRPC6 act | MrgX1 antag
C/C(CC(=O)Nc1ccc2c(c1)OCCO2)=N\NC(=O)Cc1ccccc1 | i | i | i | i | i | i | i | 14.1 | 0.2 | i | i
COc1ccc(C2(CNC(=O)c3cccc([N+](=O)[O-])c3)CCOCC2)cc1 | i | i | i | i | i | i | i | 17.1 | 0.2 | i | i
CCCCc1nnc(NC(=O)C(C)Sc2nc(C)cc(=O)[nH]2)s1 (stereo not given) | i | i | i | i | i | i | i | 18.7 | 0.2 | i | i
CCOc1ccccc1C(=O)NN1C(=O)CCC1=O | i | i | i | i | i | i | i | 17.5 | -0.4 | i | i
CC1Cc2ccccc2N1C(=O)c1cnc2ccccn2c1=O (stereo not given) | i | i | i | i | i | i | i | 0.3 | -0.7 | i | i
Cc1cccc2sc(NC(=O)C3c4ccccc4Oc4ccccc43)nc12 | i | i | i | i | · | i | i | 5.5 | 0.5 | i | i
COC(=O)c1ccc(NC(=O)CS(=O)(=O)c2ccccc2)cc1 | i | i | i | i | i | i | i | 5.5 | 0.1 | i | i
Cc1cc(C)cc(OCc2nnc(SCC(=O)NC3CC3)n2C)c1 | i | i | i | i | i | i | i | 32.6 | 1.5 | i | i
COc1cc(/C=C(\NC(=O)c2cc(OC)c(OC)c(OC)c2)C(=O)NC(C(=O)O)c2ccccc2)cc(OC)c1OC (stereo not given) | i | i | i | i | i | i | i | -2.1 | 0.3 | i | i
O=C(NCc1c(Cl)cccc1Oc1ccccc1)c1ccccc1 | i | i | i | i | i | i | i | 9.7 | -0.3 | i | i
O=C(c1cc(Br)ccc1Cl)N1CCN(c2ncccn2)CC1 | i | i | i | i | i | i | i | 21.3 | 0.3 | i | i
CN1CCN(c2ccccc2NC(=O)c2ccc(-c3ccccc3)cc2)CC1 | i | i | i | i | i | i | i | 11.7 | -0.6 | i | i
O=C(NCc1ccco1)c1ccc2c(=O)n(-c3ccccc3)c(=S)[nH]c2c1 | i | i | i | i | i | i | i | 21.3 | -0.4 | i | i
CC(C)(C)NC(=O)CSc1nc(N)c(NC(=O)c2ccccc2F)c(=O)[nH]1 | i | i | i | i | i | i | i | 27.8 | 0.0 | i | i
O=C(CN1C(=O)NC2(CCCCC2)C1=O)Nc1ccc(F)cc1 | i | i | i | i | i | i | i | 4.4 | -0.1 | i | i
NNC(=O)c1cc2c(s1)-c1cc(Cl)ccc1SC2 | i | i | i | i | i | i | i | 25.3 | 2.2 | i | i
CC(CNC(=O)COc1ccccc1)OC(=O)Nc1cccc(Cl)c1 (stereo not given) | i | i | i | i | i | i | i | 11.8 | -0.1 | i | i
Cc1cccc(NC(=S)NCc2ccco2)c1C | i | i | i | i | i | i | i | -8.3 | -0.2 | i | i
Cc1ccccc1-c1nc(CN2CCC(C(=O)NC3CCCCC3)CC2)c(C)o1 | i | i | i | i | i | i | i | 36.1 | 0.2 | i | i
COc1ccc(CN2CCNC(=O)C2CC(=O)NCCc2nc(C)c(C)s2)c(OC)c1 (stereo not given) | i | i | i | i | i | i | i | 9.9 | -0.4 | i | i
Cc1nn(C)cc1C(=O)Nc1ccc2c(c1)OCCO2 | i | i | i | i | i | i | i | 3.8 | 0.4 | i | i
CCCn1nnnc1NCc1cccc(OC)c1 | i | i | i | i | i | i | i | 24.1 | 2.2 | i | i
O=C(Nc1ccc(S(=O)(=O)N2CCOCC2)cc1)c1ccc(Cl)cc1 | i | i | i | i | i | i | i | 23.5 | -0.6 | i | i
CCOc1cc(/C=C2\C(=O)N(c3nc(-c4ccc(Br)cc4)cs3)N=C2c2ccccc2)ccc1O | i | i | i | i | i | i | i | 22.0 | -0.5 | i | i
CCCCNC(=S)NNC(=O)c1csc2ccccc12 | i | i | i | i | i | i | i | 14.1 | 1.6 | i | i
C=Cc1ccc(Cn2c(=O)n(CCCOC)c(=O)c3sccc32)cc1 | i | i | i | i | i | i | i | -0.5 | -0.2 | i | i
CS(=O)(=O)Nc1ccc2c(c1)OCC(=O)N2Cc1ccccc1 | i | i | i | i | i | i | i | -0.8 | -0.8 | i | i
COC(=O)c1cc2c(ccn2-c2ccc(F)cc2)n1CC(=O)C(C)(C)C | i | i | i | i | i | i | i | 7.2 | -0.4 | i | i
C1CCN(Cc2nnnn2C2CCCC2)CC1 | i | i | i | i | i | i | i | 14.9 | 0.0 | i | i
Fc1ccc(COc2ccc(Br)cc2CNCC2CCCO2)cc1 (stereo not given) | i | i | i | i | i | i | i | 3.0 | -0.2 | i | i
O=C(N/N=C/c1ccc(O)cc1)/C(=C/c1ccc([N+](=O)[O-])cc1)NC(=O)c1ccccc1 | i | i | i | i | i | i | i | 10.6 | -0.3 | i | i
O=C(COc1ccc(Br)cc1)NCCNC(=O)c1ccncc1 | i | i | i | i | i | i | i | 1.0 | -0.1 | i | i
O=C(NC1(C(F)(F)F)N=C2SCCN2C1=O)C1CCCCC1 (stereo not given) | i | i | i | i | i | i | i | 22.7 | 0.0 | i | i
Cc1c(N2C(=O)CSC2=S)c(=O)n(-c2ccccc2)n1C | i | i | i | i | i | i | i | 14.6 | 0.2 | i | i
O=C(c1ccc(Cl)cc1)N1CCC(N2CCC(C(=O)N3CCOCC3)CC2)CC1 | i | i | i | i | i | i | i | 11.2 | -0.5 | i | i
COC(=O)CN(c1cc(Cl)ccc1OC)S(=O)(=O)c1ccc(OC)c(OC)c1 | i | i | i | i | i | i | i | 21.4 | · | i | i
C=CCn1c(Cc2cccs2)nnc1SCC(=O)Nc1cc(OC)cc(OC)c1 | i | i | i | i | i | i | i | 14.5 | 0.3 | i | i
O=C(NCc1cccc2[nH]ccc12)C1CCC(=O)N(CCc2ccc(Cl)cc2)C1 (stereo not given) | i | i | i | i | i | i | i | 1.8 | 0.1 | i | i
CCCCCCn1c(N2CCCC2)nc2c1c(=O)[nH]c(=O)n2C | 11.9* | i | i | i | i | i | i | 5.6 | 0.4 | i | i
Cc1cc(OCC(=O)NCc2cccnc2)c2c(C)c(C)c(=O)oc2c1 | i | i | i | i | i | i | i | 20.2 | 0.7 | i | i
Cc1ccc(C)n1-c1c(C(=O)NN)cnn1-c1ccccc1 | i | i | i | i | i | i | i | 26.2 | -0.2 | i | i
COc1ccc(C2N(c3ccccc3)C(=O)C2(F)F)cc1OC (stereo not given) | i | i | i | i | i | i | i | 10.4 | 0.9 | i | i
CC(C)C(CCNC1CCN(C)CC1)c1ccc(Cl)cc1 (stereo not given) | i | i | i | i | i | i | i | -9.3 | -1.2 | i | i
O=C(COS(=O)c1ccccc1)Nc1cc(Cl)ccc1N1CCOCC1 (stereo not given) | i | i | i | i | i | i | i | 10.9 | -0.3 | i | i
CCC(C)Sc1nc2c(cnn2-c2ccccc2)c(=O)[nH]1 (stereo not given) | i | i | i | i | i | i | i | 18.7 | 0.2 | i | -4.94*
CCC(C)(C(=O)NC1CCCC1)N(Cc1cccs1)C(=O)c1ccc2c(c1)OCO2 (stereo not given) | i | i | i | i | i | i | i | 11.2 | -0.4 | i | i
O=C(NNC1CC(=O)N(c2ccc3c(c2)OCCO3)C1=O)c1ccc(Cl)cc1 (stereo not given) | i | i | i | i | i | i | i | -0.5 | 1.3 | i | i
CCCCc1c(C)[nH]c(C(=O)OCC)c1C | i | i | i | i | i | i | i | 13.4 | -0.4 | i | i
Cc1cccc(N2NC(=O)/C(=C/c3ccc(-c4ccc(Cl)c(C(=O)O)c4)o3)C2=O)c1 | · | · | i | i | i | i | i | 14.4 | 0.4 | i | ·
Cc1ccc2[nH]c(=O)c(N3CCOCC3)c(-c3ccccc3)c2c1 | i | i | i | i | i | i | i | 20.4 | -0.2 | i | i
CCOc1cc(/C=N\NC(=O)CC(=O)NCCc2ccccc2)ccc1O | i | i | i | i | i | i | i | 11.8 | -0.1 | i | i
Cc1cccc(NC2=NC3(CCCCC3)N=C(N)N2)c1C | i | i | i | i | i | i | i | 21.7 | -0.1 | i | i
COc1ccccc1N1CCN(Cc2cc(OC)c3c(c2)OCO3)CC1 | i | i | i | i | i | i | i | 9.6 | -3.9 | i | i
NC(=O)C1CCCN(C(=O)CCCNC(=O)c2ccc(Cl)cc2)C1 (stereo not given) | i | i | i | i | i | i | i | 6.4 | -0.1 | i | i
N#C/C(=C\c1ccc(-c2ccc(C(=O)O)cc2)o1)C(=O)NCC1CCCO1 (stereo not given) | i | i | i | i | i | i | i | -7.3 | 1.1 | i | i
O=C(NC1(C(F)(F)F)NC(=O)N(C2CCCC2)C1=O)C1CC1 (stereo not given) | i | i | i | i | i | i | i | 49.2 | 0.2 | i | i
Cc1ccc(C(=O)NCCNC(=O)c2ccco2)cc1C | i | i | i | i | i | i | i | 2.2 | -0.1 | i | i
CO/N=C\CC(=O)Nc1ccc(Cl)cc1Cl | i | i | i | i | i | i | i | 24.0 | 4.3 | i | i
Cc1ccc(C)c(OCc2cc(C(=O)N(C)Cc3ccccn3)no2)c1 | i | i | i | i | i | i | i | -9.3 | 1.0 | i | i
O=C(Nc1ccc(S(=O)(=O)NC2CCCCC2)cc1)c1ccc(Br)o1 | i | i | i | i | i | i | i | 29.3 | 0.0 | i | i
Cn1c(C(=O)NCCN2CCOCC2)cc2c(=O)n(C)c3ccccc3c21 | i | i | i | i | i | i | i | 13.7 | 0.5 | i | i

Two entries picked at random from the list so far:
molecule | MrgX1 allo act | MrgX1 agonist | TRPC6 inh | TRPC4 block | PolyA inh | TRPC4 potent | TRPC4 agonist | AI-2 QS mod | HIF activator | TRPC6 act | MrgX1 antag
COc1cc(/C=C(\NC(=O)c2cc(OC)c(OC)c(OC)c2)C(=O)NC(C(=O)O)c2ccccc2)cc(OC)c1OC (stereo not given) | i | i | i | i | i | i | i | -2.1 | 0.3 | i | i
COc1ccccc1N1CCN(Cc2cc(OC)c3c(c2)OCO3)CC1 | i | i | i | i | i | i | i | 9.6 | -3.9 | i | i
